Screening results (PubChem BioAssay)
Lamin A splicing = changes lamin A minigene splicing in HeLa cells. AID 1487. Potency, µM (doses to about 46.1 µM), without a hit: at the top dose ratio change, negative = inhibition, usual class: inhibitors. actives 0.01% (n = 200,000). HeLa LMNA splicing GFP/RFP minigene ratio, 48 h; active = well fitted inhibition curve with a large enough effect in the signal ratio, with a control signal flat, not every such curve was filed as active; inconclusive = small, poorly fitted or top-dose-only effect, or effect the other way, or a change in a side signal; the % refers to the signal ratio; note: potency is the fitted concentration of half-maximal effect; % is set by controls: 0 for no effect and ±100 for the full control effect
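S3 HeLa stable clones carrying a lamin A-EGFP splicing minigene plus DsRed2 were seeded at 600 cells/well in Opti-MEM with 2% FBS, pin-dosed and incubated 48 h at 37°C. Acumen cytometry (488 nm) gave the GFP/RFP total-intensity ratio.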
Luc counter = counter-screen: inhibitors of Kinase-Glo firefly luciferase; Kinase-Glo luciferase, ATP luminescence, 8 min; Potency, µM (highest dose often 38.3 µM), for inactives: at the top dose activity change, negative = inhibition, hits mostly inhibitors; actives 0.28% (n = 200,000); AID 1379; note: potency is the fitted concentration of half-maximal effect; % is set by controls: 0 for no effect and ±100 for the full control effect; nearly all actives have a fitted effect of over 60% in size
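Luminescence was the read-out, taken after 8-minute incubation at ambient temperature. Luciferase turned over luciferin with 10 uM ATP in imidazole pH 7.2 buffer containing KCl, MgCl2, Tween 20 and BSA.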
HTT aggregate = inhibitors of mutant huntingtin aggregate formation in PC12 cells; PC12 HttQ103-GFP aggregates, Acumen cytometry, 40 h; Potency, µM (top dose mostly 46.1 µM), inactives show at the top dose activity change, negative = inhibition, most hits filed as inhibitors; actives 1.1% (n = 220,000); AID 1688; note: potency is the fitted concentration of half-maximal effect; % is set by controls: 0 for no effect and ±100 for the full control effect; nearly all actives have a fitted effect of over 60% in size
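Quantitative HTS on tebufenozide-induced (100 nM) PC12 cells stably expressing polyQ103 Huntingtin exon 1–GFP. Reduction of bright GFP aggregates, detected by laser scanning cytometry after lysis, identified actives across the titration.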
CBFb-RUNX1 inh = CBF-beta/RUNX1 interaction disruption; 230,000 tested, under 10 active; Potency, µM (top dose mostly 59.8 µM), without a hit: at the top dose activity, negative = inhibition, actives largely listed as inhibitors; AlphaScreen CBFb-His/RUNX1-biotin binding, biochemical; Q01196+Q13951; note: % of control where 0% means no effect
Target sequence (Q01196 whole entry, looked up): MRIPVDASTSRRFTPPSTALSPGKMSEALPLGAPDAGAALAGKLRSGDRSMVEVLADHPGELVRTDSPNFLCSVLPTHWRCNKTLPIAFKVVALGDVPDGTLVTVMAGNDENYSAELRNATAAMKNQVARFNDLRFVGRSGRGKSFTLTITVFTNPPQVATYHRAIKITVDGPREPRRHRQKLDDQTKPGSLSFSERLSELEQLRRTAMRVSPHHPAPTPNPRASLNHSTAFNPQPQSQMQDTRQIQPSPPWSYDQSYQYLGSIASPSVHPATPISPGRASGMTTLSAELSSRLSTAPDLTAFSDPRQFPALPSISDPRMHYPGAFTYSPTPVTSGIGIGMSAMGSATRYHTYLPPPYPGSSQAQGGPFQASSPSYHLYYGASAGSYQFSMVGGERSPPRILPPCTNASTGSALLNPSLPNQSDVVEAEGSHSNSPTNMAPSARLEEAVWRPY
Target sequence (Q13951 whole entry, looked up): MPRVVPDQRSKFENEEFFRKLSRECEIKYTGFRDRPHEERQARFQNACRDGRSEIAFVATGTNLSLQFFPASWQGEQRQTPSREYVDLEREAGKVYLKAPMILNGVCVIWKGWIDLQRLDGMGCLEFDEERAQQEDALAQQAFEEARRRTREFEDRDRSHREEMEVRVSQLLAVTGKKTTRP
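Read-out: AlphaScreen. Format: His-CBF-beta with biotinylated RUNX1 (30 nM each) preincubated 20 min, compound 15 min, Ni-chelate plus streptavidin beads 90 min; room temperature throughout.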
NPSR antagonist = antagonists of human neuropeptide S receptor cAMP signaling. Q6W5P4. CHO-NPSR cells, cAMP TR-FRET, antagonist mode. Potency, µM (titrated, usually from 38.3 µM), without a hit: at the top dose activity change, negative = inhibition, usual class: inhibitors. actives 1% (n = 220,000). AID 1461; note: potency is the fitted concentration of half-maximal effect; % is set by controls: 0 for no effect and ±100 for the full control effect; nearly all actives have a fitted effect of over 50% in size; many of its hits are not listed in these tables
Target sequence (Q6W5P4 whole entry, looked up): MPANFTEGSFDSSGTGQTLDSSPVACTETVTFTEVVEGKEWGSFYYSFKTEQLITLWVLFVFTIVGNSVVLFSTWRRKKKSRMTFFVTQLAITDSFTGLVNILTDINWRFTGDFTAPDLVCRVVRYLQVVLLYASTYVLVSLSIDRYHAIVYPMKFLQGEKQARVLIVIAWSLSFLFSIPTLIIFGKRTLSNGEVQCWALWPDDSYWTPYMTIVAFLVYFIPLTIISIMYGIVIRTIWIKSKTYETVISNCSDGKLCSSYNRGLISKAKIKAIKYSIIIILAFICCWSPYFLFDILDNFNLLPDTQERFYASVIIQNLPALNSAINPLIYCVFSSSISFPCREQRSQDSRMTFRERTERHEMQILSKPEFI
IMPase Li inh = IMPase inhibition in cells with lithium potentiation | actives 0.35% (n = 210,000) | CHO-M1 cells, IP1 TR-FRET (IP-One), carbachol + lithium | AID 1457 | Potency, µM (doses to about 59.4 µM), inactives show at the top dose activity, negative = IMPase inhibition, actives largely listed as inhibitors;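 note: IP1 builds up when IMPase is blocked and the TR-FRET signal falls; potency is the fitted concentration of half-maximal effect; plate controls were basal vehicle for no effect and high inhibitor control for full effect; nearly all actives have a fitted effect of over 50% in size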
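Lithium-sensitised IP1 accumulation assay; M1-expressing CHO cells treated 30 min at 37C with compound. Competitive antibody detection by time-resolved FRET followed a 10 min room-temperature lysis step.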
Epigenetic derep = derepresses silenced GFP reporter in murine cells. murine LDR cells, GFP reporter derepression, 30 h. Potency, µM (series often up to 53.9 µM), for the others: top-dose GFP activation, usual class: activators. actives 0.2% (n = 280,000); note: potency is the fitted concentration of half-maximal effect; % of control where 0% means no effect; nearly all actives have a fitted effect of over 60% in size
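Murine LDR cells carrying a silenced, genomically integrated CMV-driven GFP reporter were exposed to compound for 30 hours at 37 C. After PBS washes, GFP-positive cells (20–120 um objects) were counted by laser-scanning microplate cytometry.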
* marks the source's active call; other numbers are inactive results; ? = inconclusive; nt = no result given; & = joins results of further samples; [ ] = another dose, or the depositor's remark. Unless noted, calls come from the whole dose curve; as a rule, active = well fitted curve in the direction sought with a large enough effect; inconclusive = small, poorly fitted or top-dose-only effect, or another doubt; inactive = no such curve, though single readings can be large; an effect the other way counts as inactive or inconclusive.

SMILES	Lamin A splicing	Luc counter	HTT aggregate	CBFb-RUNX1 inh	NPSR antagonist	IMPase Li inh	Epigenetic derep
O=C(CN1CCCCC1)c1ccccc1Cl	-2.5%	0.9%	-3.5%	2.0%	16.8%	-1.1%	1.0%
C[C@@H]1C[C@H]2OC(=O)C3(CO3)[C@H]2[C@H](O)[C@]2(C)C(=O)C3OC3[C@@H]12 (some centres undefined)	nt	nt	-4.2%[9.22 µM]	11.1%	-38.4%	nt	-2.0%
CCN1CCC2(CCNC2)C1 (centres undefined)	-1.1%	2.5%	9.9%	4.9%	8.3%[46.1 µM]	0.5%[38.3 µM]	1.0%
Cn1c(O)c(C=Nc2ccccc2-c2ccccc2)c(=O)n(C)c1=O	nt	nt	-3.1%[9.22 µM]	9.7%	-0.5%	nt	0.1%
O=P1(Oc2ccccc2)OCCCS1 (centres undefined)	nt	nt	10.7%[9.22 µM]	5.6%	-31.4%	nt	-0.1%
Cc1c(C=O)c2ccccc2n1Cc1ccc([N+](=O)[O-])cc1	?	1.9%	19.5%	-17.7%	-17.2%	8.7%	0.0%
COc1ccc(P2(=O)Nc3ccccc3N2)cc1	-1.2%	-4.6%	21.0%	-4.0%	-12.7%[46.1 µM]	2.8%[38.3 µM]	-1.5%
O=c1[nH]c(=O)n(C2CCCCC2)c(O)c1C1NCCc2ccccc21 (centres undefined)	8.5%	-1.9%	?	11.1%	-5.2%[46.1 µM]	15.3%[38.3 µM]	-1.1%
O=c1c2ccccc2nc(-c2ccc(Cl)cc2Cl)n1-c1nccs1	-7.8%	4.6%	4.1%	8.9%	-16.8%	3.9%	0.0%
CCCN1CCO[C@@H]2c3cc(O)ccc3OC[C@H]21	?	-3.0%&-3.4%	nt	16.3%&10.7%&22.6%&8.0%	?	9.0%&6.7%&-3.0%&2.3%	2.4%&-0.1%&2.1%&2.1%
Cc1ccc(-n2c(C)cc(/C=C3/C(=O)NC(=O)N(Cc4ccco4)C3=O)c2C)cc1	-1.9%	-0.7%	12.1%	?	-26.9%	13.5%	-1.0%
C=CCn1c(O)c(C(CC)=Nc2ccc(N(C)C)cc2)c(=O)[nH]c1=O	nt	nt	26.4%[9.22 µM]	-24.4%	10.7%[7.67 µM]	nt	2.7%
COc1c(C)cc(C(=O)C2CCCN(C3CCOCC3)C2)cc1C (centres undefined)	nt	nt	-2.3%	3.2%	-18.2%	nt	4.2%
Cc1nn(Cc2ccccc2)c(C)c1C(=O)NC1CCCc2ccccc21 (centres undefined)	-8.3%	nt	-9.5%	-8.5%	-6.9%[46.1 µM]	nt	-0.9%
COc1ccccc1OP(=O)(Nc1cccnc1)Oc1ccccc1OC	?	0.4%	-11.1%	1.8%	39.0%	7.2%	-1.0%
c1ccc2c(CN3CCCCCC3)c[nH]c2c1	11.0%[46 µM]	-0.8%	16.7%[9.22 µM]	8.8%	-11.8%	-3.8%	-1.1%
COC1C=CC23c4cc5c(cc4CN(CC2O)C3C1)OCO5 (centres undefined)	nt	-5.7%	nt	7.7%	nt	7.4%	?
CC1=C(C(=O)O)N2C(=O)C(NC(=O)CCCC(=O)O)C2SC1 (centres undefined)	6.2%[46 µM]	-1.7%	42.9%[9.22 µM]	3.5%	-13.7%	4.4%	-1.1%
Cc1ccc(C2C(S(C)(=O)=O)=C(O)C(=O)N2c2ccccc2)cc1 (centres undefined) (tested in a mixture with another compound)	8.9%	0.6%	-14.8%	2.8%	-7.7%[46.1 µM]	-5.9%[38.3 µM]	-0.9%
CCOc1ccc(Cl)cc1CNCCc1ccc(F)cc1	3.3%[46 µM]	4.3%	9.4%	5.4%	-13.1%	14.6%	-2.0%
CCC(=NCCCn1ccnc1)c1c(O)n(-c2ccccc2)c(=O)[nH]c1=O	nt	nt	-6.6%[9.22 µM]	1.1%	-6.2%[7.67 µM]	nt	-0.3%
C[C@H]1CCCC=CC2C[C@H](O)C[C@@H]2[C@H](O)/C=C\C(=O)O1 (some centres undefined)	nt	0.4%	nt	-4.9%[21.7 µM]	nt	17.2%	10.8%
CCN1C(=O)NC(=O)/C(=C\c2ccc(N3CCOCC3)cc2OC)C1=O	11.2%	-13.1%	-8.0%	5.7%	?	-11.3%[38.3 µM]	3.5%
CCN1CCN(c2cc(N3CCCC3)c([N+](=O)[O-])cc2F)CC1	?	0.9%	-12.0%	?	-1.0%	20.2%	-3.2%
CC12CN3CC(C)(CN(C1)C3c1cccnc1)C2=O (centres undefined)	-3.7%	0.6%	18.1%	0.8%	3.9%[46.1 µM]	-3.3%[38.3 µM]	5.2%
c1ccc([C@H]2CNCc3ccccc32)cc1	nt	0.6%	nt	-8.5%[21.7 µM]	nt	10.0%	3.9%
CC[N+]12CCC(CC1)C(=C(c1ccccc1)c1ccccc1)C2	?	-1.8%	-7.1%	1.5%	22.4%	18.4%	7.4%
COc1cc2c(cc1OC)-c1c(O)c(OC)cc3c1[C@H](C2)N(C)CC3	nt	-18.2%	nt	4.0%[21.7 µM]	nt	46.3%[activator]	?
CC(=O)OC1N=C(c2ccccc2Cl)c2cc(Br)ccc2N(C)C1=O (centres undefined)	nt	nt	-13.2%[9.22 µM]	7.2%	-4.6%	nt	0.0%
C[C@@]12CC[C@H]3[C@@H](CC[C@@H]4C[C@H]5S[C@H]5C[C@]43C)[C@H]1CC[C@H]2O	?	0.3%[17.1 µM]	2.7%[20.6 µM]	-2.9%[21.7 µM]	nt	2.7%	-1.4%[16.9 µM]
O=C(N/N=C/c1c(O)n(Cc2ccc(F)cc2)c(=O)[nH]c1=O)c1ccccc1O	-14.4%	nt	3.5%	?	6.2%[46.1 µM]	nt	-0.9%
CCOc1c(Cl)cc(CNC(C)C(O)c2ccccc2)cc1OC (centres undefined)	?	0.7%	10.4%	14.7%	-40.5%	4.5%	-2.5%
CC[C@H](CO)NC(=O)[C@H]1C=C2c3cccc4[nH]cc(c34)C[C@@H]2N(C)C1	-17.4%	1.4%[17.1 µM]	nt	?	nt	0.2%	2.4%[16.9 µM]
CNC(=O)Oc1ccc2c(c1)C(=O)c1ccccc1CO2	-2.6%	-3.7%	7.2%	-6.2%	-2.3%[46.1 µM]	38.0%[38.3 µM]	-0.2%
O=C(CCS(=O)(=O)c1ccc(Br)cc1)N1CCC2(CC1)OCCO2	-9.4%	1.6%	-9.9%	-0.5%	-3.2%[46.1 µM]	13.8%[38.3 µM]	0.0%
CCC(=NCc1cccnc1)c1c(O)n(-c2ccc(C)cc2)c(=O)[nH]c1=O	nt	nt	4.1%[9.22 µM]	17.5%	-0.5%	nt	-1.1%
C#CCOc1cc(C2C3=C(COC3=O)Nc3cc4c(cc32)OCO4)ccc1OC (centres undefined)	?	2.2%	-9.6%	-11.7%	15.0%	-4.6%	1.2%
CCC12CN3CCN(CC(C3)/C1=N\O)C2	?	-3.8%	-2.1%	-0.9%	-8.5%[46.1 µM]	-9.4%[38.3 µM]	-4.1%
O=C1CN=C(c2ccc(F)cc2)c2oc3ccccc3c2N1	?	0.0%	7.5%	11.2%	-19.2%	1.5%	10.6%
CC(=O)Nc1ccccc1C(=O)OCc1ccc(F)cc1	?	1.7%	16.9%	9.3%	-6.0%	6.6%	-1.8%
C=C(CC1CC(O)[C@]2(C)OC3CC4OC5C[C@]6(C)O[C@]7(C)CCC8OC9C[C@]%10(C)OC%11C(C)=CC(=O)OC%11CC%10OC9C[C@@H](C)C8OC7CC6O[C@]5(C)C/C=C\C4OC3CC2O1)C(=O)O (some centres undefined)	nt	nt	1.5%[9.22 µM]	3.0%	53.0%	7.2%	-1.4%
c1ccc2oc(N3CCNCC3)nc2c1	2.7%	-4.1%	-1.7%	10.3%	-2.7%[46.1 µM]	-6.7%[38.3 µM]	6.1%
CC1Cc2cc3c(cc2C(c2ccc(N)cc2)=NN1)OCO3 (centres undefined)	?	-7.8%	nt	-26.4%	-10.8%[46.1 µM]	-9.4%	-2.2%
Cc1cccc(N2C(=O)NC(=O)/C(=C\c3ccc4c(c3)CCCN4Cc3ccccc3)C2=O)c1	-5.5%	-2.1%	?	0.8%	-22.9%	1.1%	1.0%
O=C1NC(=O)N(CCC2=CCCCC2)C(=O)/C1=C\c1cccs1	-0.3%	0.1%	29.8%	-0.6%	?	5.9%	?
CC(C)c1ccc(O)c(CN2CCN(c3ccccc3)CC2)c1	?	3.2%	-1.1%	8.1%	-21.3%[46.1 µM]	26.2%[38.3 µM]	3.2%
O=[N+]([O-])c1ccc2nc(N3CCNCC3)ccc2c1	?	-2.4%	nt	-0.6%&1.9%	?	3.5%&-12.6%	-0.2%&0.8%
COc1ccc(N2C(=O)NC(=O)/C(=C/c3ccc(N4CCOCC4)cc3)C2=O)cc1	-5.3%[46 µM]	0.1%	4.9%	-0.2%	-14.5%	7.7%	0.5%
O=c1[nH]c(=S)[nH]c(O)c1N=Nc1cccc(S(=O)(=O)N2CCOCC2)c1	nt	nt	-6.3%[9.22 µM]	3.1%	38.4%	nt	1.1%
CCC[N+]12CCC(CC1)C(=C(c1ccccc1)c1ccccc1)C2	?	-2.2%	-23.5%	-4.7%	24.6%	21.4%	-3.2%
Further compounds follow.
SMILES	Lamin A splicing	Luc counter	HTT aggregate	CBFb-RUNX1 inh	NPSR antagonist	IMPase Li inh	Epigenetic derep
CC(C)NS(=O)(=O)c1ccc(OCC(=O)N2CCN(C)CC2)cc1	-4.0%	1.9%	1.1%	16.5%	21.5%[46.1 µM]	10.0%[38.3 µM]	0.7%
CN1C(=O)NC(=O)C2(Cc3ccccc3N3CCOCC32)C1=O (centres undefined)	1.8%	-6.8%	-9.6%	0.3%	-1.8%[46.1 µM]	-4.6%[38.3 µM]	1.1%
COC(=NC1CCCC1)C(O)c1c[nH]c2ccccc12 (centres undefined)	6.1%	0.7%	-4.1%	-2.1%	2.0%	9.3%	-0.1%
CCN(CC)C(=O)Oc1ccc2ccccc2c1Cl	?	-1.3%	32.1%	14.1%	-3.6%	4.2%	-0.9%
Cc1nn(Cc2ccc(Cl)cc2Cl)c(Cl)c1C(=O)O	nt	-1.6%	-4.5%	1.4%	0.3%	-6.5%	-1.5%
CC(=NCc1cccnc1)c1c(O)n(-c2ccc(C)cc2)c(=O)[nH]c1=O	7.3%	nt	-0.3%	2.4%	-8.7%[46.1 µM]	nt	-11.2%
c1ccc2c(NC3=NCCS3)cccc2c1	6.7%	0.5%	13.0%	-0.8%	7.7%[46.1 µM]	14.5%[38.3 µM]	0.0%

These rows are one share of the data; count on the stated rates, not on these rows.
